# Bioassay records (PubChem)
# FUS suppressor: FUS proteinopathy suppression in yeast. S. cerevisiae FUS-expressing, growth rescue, OD600, 24 h. Potency, µM (doses to about 76.6 µM), for inactives: at the top dose growth rescue (activation), usual class: activators. hit rate 0.24% among 390,000. AID 1347120;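 also: potency is read from the fitted curve at half-maximal effect; plate controls were DMSO vehicle for no effect and reference control for full effect; nearly all actives have a fitted effect of over 55% in size; some results filed as inactive show a strong effect at the top dose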
#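 Steps: raffinose overnight preculture; dilution to OD 0.005 in 2% galactose minimal medium; compound addition (concentration series); 24hr at 30C, 99% humidity; absorbance read at 600 nm.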
# WRN helicase inh: blocks human WRN helicase; hit rate 0.46% among 360,000; Q14191; WRN helicase unwinding, fluorescent forked duplex, kinetic; Potency, µM (series often up to 114 µM), without a hit: at the top dose activity change, negative = inhibition, hits mostly inhibitors; also: potency is read from the fitted curve at half-maximal effect; % is scaled to controls: 0 for no effect and ±100 for the full control effect; nearly all actives have a fitted effect of over 55% in size
#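 Enzyme (20 nM final) and test compound sit together 15 min at room temperature before substrate addition. Substrate is a single-forked duplex oligonucleotide (100 nM) labelled with fluorophore and quencher, with 2 mM ATP; helicase unwinding raises red fluorescence, read kinetically.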
# EPAC1 antagonist: antagonists of human EPAC1; Potency, µM (titrated, usually from 115 µM), without a hit: top-dose activity change, negative = inhibition, hits mostly inhibitors; AID 720709; hit rate 0.14% among 360,000; EPAC1 GEF assay, Rap1b-BODIPY-GDP exchange fluorescence; O95398;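 also: potency is read from the fitted curve at half-maximal effect; plate controls were vehicle for no effect and positive control for full effect; nearly all actives have a fitted effect of over 50% in size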
# aSyn yeast inh: rescues yeast growth from alpha-synuclein toxicity | Yeast expressing alpha-synuclein, growth rescue, BacTiter-Glo, 24 h | hit rate 0.14% among 370,000 | AID 652106 | Potency, µM (titrated, usually from 46.1 µM), inactives show at the highest dose growth rescue (activation), hits mostly activators; also: potency is read from the fitted curve at half-maximal effect; % of control where 0% means no effect; nearly all actives have a fitted effect of over 65% in size
#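 Rescue of yeast growth: cells expressing toxic alpha-synuclein, induced in galactose at OD600 0.02, incubated with compound 24 h at 30 C. ATP luminescence quantified growth; inhibitors of toxicity appear as activators.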
# EPAC1 ag: EPAC1 (human) agonism | EPAC1 agonist qHTS, biochemical assay; response scale: 100% = response to 6.5 mM cAMP | Potency, µM (doses to about 154 µM), for inactives: at the highest dose activation, hits mostly activators | hit rate 0.073% among 360,000; also: potency is read from the fitted curve at half-maximal effect; nearly all actives have a fitted effect of over 60% in size
#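 Compounds were pinned as a concentration titration into mixtures of EPAC1 (100 nM), BODIPY-GDP-loaded Rap1B (250 nM) and GDP (50 uM). After 5 min at room temperature, fluorescence was followed for 30 min; activity was scaled to 6.5 mM cAMP.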
# PLK1 PBD inh: blocks phosphopeptide binding to human PLK1 polo-box domain | Plk1 PBD binding of FITC phosphopeptide, fluorescence polarization | Potency, µM, for the others: max response, negative = inhibition, most hits filed as inhibitors | hit rate 2.8% among 360,000 | AID 720504; also: potency is read from the fitted curve at half-maximal effect; series mostly up to about 57 µM; % is scaled to controls: 0 for no effect and ±100 for the full control effect; nearly all actives have a fitted effect of over 65% in size
# Target sequence (P53350 whole entry, looked up, the tested form may be a part): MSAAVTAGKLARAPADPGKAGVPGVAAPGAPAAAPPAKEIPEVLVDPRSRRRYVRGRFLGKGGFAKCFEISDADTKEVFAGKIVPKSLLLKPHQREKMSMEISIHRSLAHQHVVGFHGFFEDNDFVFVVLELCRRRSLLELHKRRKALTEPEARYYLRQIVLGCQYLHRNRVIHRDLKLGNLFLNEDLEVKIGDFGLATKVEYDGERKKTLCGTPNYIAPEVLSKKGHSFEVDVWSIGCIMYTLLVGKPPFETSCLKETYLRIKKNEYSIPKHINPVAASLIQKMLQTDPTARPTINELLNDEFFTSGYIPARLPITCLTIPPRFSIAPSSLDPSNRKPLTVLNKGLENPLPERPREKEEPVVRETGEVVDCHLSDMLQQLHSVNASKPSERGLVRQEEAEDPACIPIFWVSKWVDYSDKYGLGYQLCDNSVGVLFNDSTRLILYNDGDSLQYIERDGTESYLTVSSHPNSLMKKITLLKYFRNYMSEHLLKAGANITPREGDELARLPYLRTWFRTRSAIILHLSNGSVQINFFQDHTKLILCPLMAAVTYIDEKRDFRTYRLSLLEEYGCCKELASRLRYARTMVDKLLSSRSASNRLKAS
# Abeta yeast res: compounds reversing amyloid beta toxicity in yeast. Potency, µM (doses to about 46.1 µM), for inactives: top-dose growth rescue, hits mostly activators. hit rate 0.063% among 410,000. yeast expressing A-beta42, growth rescue, OD600, 48 h; response scale: 0% DMSO, 100% iron-clioquinol control; also: potency is read from the fitted curve at half-maximal effect; nearly all actives have a fitted effect of over 55% in size
#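 Growth rescue measured by 600 nm absorbance after 48 h yeast culture at 30 C with compound. Values normalized between DMSO and an equimolar ferric chloride plus clioquinol control.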
# PI5P4Ka inh: blocks human PI5P4K alpha kinase activity; AID 652105; hit rate 1.2% among 330,000; PI5P4Kalpha enzyme, ADP-Glo luminescence, 60 min; hits give low values; max response, %; P48426; active = max response of -50% or lower; inconclusive = between -30% and -50%; inactive = -30% or higher; also: value at the top dose of about 77 µM; % is scaled to controls: 0 for no effect and ±100 for the full control effect
# Target sequence (P48426 whole entry, looked up): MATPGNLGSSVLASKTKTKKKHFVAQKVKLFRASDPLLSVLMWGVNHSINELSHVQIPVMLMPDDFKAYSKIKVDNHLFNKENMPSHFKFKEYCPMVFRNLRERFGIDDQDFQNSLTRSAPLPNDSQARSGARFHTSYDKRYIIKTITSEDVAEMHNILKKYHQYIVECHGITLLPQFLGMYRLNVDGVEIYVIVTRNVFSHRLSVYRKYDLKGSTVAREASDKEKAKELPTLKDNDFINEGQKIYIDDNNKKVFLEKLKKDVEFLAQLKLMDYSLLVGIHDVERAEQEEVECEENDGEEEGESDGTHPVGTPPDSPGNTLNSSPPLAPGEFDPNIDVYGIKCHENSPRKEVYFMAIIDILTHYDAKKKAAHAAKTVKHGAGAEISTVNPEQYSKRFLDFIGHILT
#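 Quantitative HTS of the MLSMR library against PI5P4Kalpha with substrate. ATP added last at 5 microM final; room temperature, 60 minutes. Remaining ATP depleted, ADP converted and read as luminescence.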
# IL-2 act: activates IL-2 in a cell-based reporter assay. IL-2 activation reporter assay, cell-based qHTS; stimulated with anti-CD3/CD4/CD28 beads; in transgenic mouse T cells. activation, % (series mostly up to about 46 µM). hit rate 0.065% among 360,000. AID 652025; in the data active = activation above about 50%; inconclusive = mostly about 30% to 49%; also: 0% is about no effect
#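 Unstimulated transgenic mouse T cells, 750 per well, received compound and, after 60 minutes, anti-CD3/anti-CD4 bead plus anti-CD28 stimulation. EGFP and DsRed were quantified after 18 hours.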
# * marks the source's active call; other numbers are inactive results; u = inconclusive; x = no result given; [ ] = another dose, or the depositor's remark. Unless noted, calls follow the shape of the dose curve; as a rule, active = well fitted curve in the direction sought with a large enough effect; inconclusive = small, poorly fitted or top-dose-only effect, or another doubt; inactive = no such curve, though single readings can be large; an effect the other way counts as inactive or inconclusive.
SMILES,FUS suppressor,WRN helicase inh,EPAC1 antagonist,aSyn yeast inh,EPAC1 ag,PLK1 PBD inh,Abeta yeast res,PI5P4Ka inh,IL-2 act
Cc1ccc(-n2nc3c(=O)n(C(C)C(=O)NCc4ccc(Cl)cc4)nc(C)c3c2C)cc1 (stereo not drawn),12%,-6%,3%,2%,11%,-6%,9%,1,-4.0
C=CCNC(=O)C(=O)NCC(c1ccc2c(c1)OCO2)N1CCN(c2ccc(F)cc2)CC1 (stereo not drawn),-4%,3%,-24%,1%,0%,24µM*,2%,-12,-1.2
O=S(=O)(Nc1nc2ccccc2s1)c1ccc(Cl)s1,5%,-14%,-10%,-7%,-5%,u,11%,x,-1.3
Cc1ccc(C(=O)NCCNC(=O)c2ccc(F)cc2)cn1,11%,-6%,-19%,1%,-11%,u,0%,-1,-1.2
COc1ccc(-c2ccc(=O)n(CC(=O)Nc3nnc(C(C)C)s3)n2)cc1OC,25%,9%,14%,-7%,-4%,0%,11%,x,-1.1
CC(=O)c1cn(-c2ccc([N+](=O)[O-])cc2)c(=O)n(C)c1=O,1%,-18%,-13%,-2%,-2%,-11%,-1%,0,1.2
Cc1ccc(S(C)=O)cc1-n1c(=O)n(Cc2ccccc2)c(=O)c2[nH]cnc21 (stereo not drawn),-16%,3%[57.1 µM],1%,-6%,12%,-6%,-20%,1,-0.2
COc1ccc(CCNC(=O)CCC(=O)n2ncc3cc(C)ccc32)cc1OC,-14%,7%,15%,2%,-6%,-6%,-4%,-10,-4.0
COc1ccc(Br)cc1S(=O)(=O)N1CCOCC1,0%,-4%,-1%,1%,6%,1%,-7%,11,-0.7
CCc1cc(CNC(=O)c2cccc(OC3CCN(S(C)(=O)=O)CC3)c2)on1,18%,-33%,-1%,-5%,2%,-8%,8%,1,-2.9

# Arranged by the number under PI5P4Ka inh (high to low): some entries from above
SMILES | PI5P4Ka inh
COc1ccc(Br)cc1S(=O)(=O)N1CCOCC1 | 11
CCc1cc(CNC(=O)c2cccc(OC3CCN(S(C)(=O)=O)CC3)c2)on1 | 1
CC(=O)c1cn(-c2ccc([N+](=O)[O-])cc2)c(=O)n(C)c1=O | 0
Cc1ccc(C(=O)NCCNC(=O)c2ccc(F)cc2)cn1 | -1

# Continued:
SMILES,FUS suppressor,WRN helicase inh,EPAC1 antagonist,aSyn yeast inh,EPAC1 ag,PLK1 PBD inh,Abeta yeast res,PI5P4Ka inh,IL-2 act
CCN(CC(=O)NCc1cccs1)C(=O)COc1ccccc1C#N,x,5%,5%,-7%,5%,3%,4%,-9,-3.3
C=CCn1c(SCc2ccc(F)cc2)nnc1-c1sc2nc(C)cc(C)c2c1N,-5%,8%,9%,5%,-7%,3%,-2%,4,-3.4
CCOc1ncccc1C(=O)Nc1nnc(C(CC)CC)s1,-4%,-8%,-3%,8%,7%,8%,-16%,9,6.9
CSC1=NCCN1CCOc1ccccc1,5%,2%,-11%,-3%,5%,-22%,-13%,1,0.1
O=C(NNc1ccccc1[N+](=O)[O-])Nc1ccc(F)cc1F,-17%,1%,-20%,11%,12%,-24%,-7%,-10,-1.9
COc1cc(COCC(O)CN2CCCCC2C)cc(OC)c1OC (stereo not drawn),-35%,-4%,2%,-2%,4%,-5%,-3%,-7,-1.2
CCCCn1c(=S)[nH]c2ncccc2c1=O,11%,-29%,-21%,0%,-4%,-12%,3%,-4,0.0
O=C(CN1CCN(c2cccc(Cl)c2)CC1)Nc1ccc(S(=O)(=O)N2CCOCC2)cc1,14%,-3%,-30%,1%,13%,-7%,9%,4,-0.3
O=C(CSc1nnc(COc2ccccc2)o1)Nc1nccs1,7%,-11%,-25%,u,-16%,-10%,-24%,-13,0.8
Cc1ccc(F)cc1NC(=O)C1CCCN(c2ncccn2)C1 (stereo not drawn),14%,5%,4%,5%,17%,-6%,-14%,x,1.5
Cc1ccccc1NC(=O)Cc1nnc(SCC(=O)N2CCOCC2)n1C,x,-28%,-2%,-1%,6%,2%,-6%,-8,-2.7
O=C(Cn1cncn1)N/N=C/c1cccc2ccccc12,-4%,9%,6%,0%,5%,-3%,3%,-3,6.7
COC(=O)c1ccccc1NC(=O)COC(=O)CSc1nnc(N)s1,-27%,0%,-11%,2%,7%,-14%,10%,-6,-2.3
CCOC1(NC(=O)c2ccccc2)C(C)=CC(=O)C=C1C,12%,13%,16%,3%,1%,-8%,13%,x,2.0
O=C(N/N=C/c1cccc(O)c1)c1csc2ccccc12,5%,-5%,-8%,-2%,15%,-7%,23%,-1,-0.5
C=CCn1c(CNC(=O)c2cccs2)n[nH]c1=S,x,5%,-11%,-11%,0%,-8%,-5%,1,-4.3
O=C(O)c1n[nH]c2c1CCCC2,6%,13%,2%,-4%,-6%,-2%,11%,-9,0.1
COCCNC(=O)C1CCCN(C(=O)COc2ccc(C(C)(C)C)cc2)CC1 (stereo not drawn),6%,-2%,4%,-11%,-6%,-4%,14%,1,0.9
CCOC(=O)c1cccc(NC(=O)Nc2ccc3c(c2)C(=O)OC3)c1,-17%,-1%,4%,-2%,-7%,-10%,-4%,-10,0.3
CCc1ccc(-n2c(SCC(=O)Nc3ccc(C(=O)O)cc3)nnc2-c2ccncc2)cc1,33%,3%,-2%,-8%,8%,-18%,3%,u,-0.1
O=C(COC(=O)C1=COCCO1)NCCCc1ccccc1,-7%,1%,-15%,-2%,5%,-3%,15%,-7,-0.4
CC(=O)Oc1ccc(-c2cccc(C(=O)N3CCCCC3)c2)cc1,3%,10%,-5%,0%,-5%,3%,7%,-10,-2.8
CCCCC(=O)Nc1nnc(-c2ccco2)o1,-23%,3%,-1%,-5%,4%,0%,-8%,5,0.9
Cc1[nH]c2ccccc2c1C(=O)CSC(=S)N(C)C,x,4%,-1%,0%,3%,-17%,0%,10,-2.3
Cc1nnc(-c2cnn(-c3ccccc3)c2N)n1Cc1ccncc1,26%,6%,-10%,-1%,-2%,-1%,7%,2,-1.3
CCOc1ccc(NC(=O)CSc2nc(N)c(-c3ccccc3)c(=O)[nH]2)cc1,20%,-31%,-12%,-1%,10%,u,4%,-11,0.4
CCC(CC)NCc1ccc2c(c1)c1ccccc1n2CC,0%,0%,-26%,6%,0%,21µM*,-6%,u,-1.1
Cc1nn(-c2ccccc2)c(C)c1/C=N/NC(=O)CSc1nc2ccccc2c(=O)n1-c1ccc(Br)cc1,8%,7%[57.1 µM],-5%,3%,-3%,-5%,-45%[inhibitor],5,0.7
Cc1nn(CC(=O)NC2CCCCC2)c(C)c1[N+](=O)[O-],22%,9%,-2%,-1%,-3%,-8%,1%,-6,-1.0
COc1ccc(CNC(=O)C(NS(=O)(=O)c2cccc3nsnc23)C(C)C)cc1 (stereo not drawn),10%,-1%,-20%,2%,10%,-4%,-5%,1,-3.2
O=c1c2oc3ccccc3c2[nH]c(=S)n1-c1ccccc1,x,-10%,-5%,3%,-5%,27µM*,27%,4,0.0
CCCOc1ccc(-c2cnc(SCC(N)=O)nc2N)cc1,-13%,-17%,u,9%,-5%,-5%,-15%[9.22 µM],3,-3.0
O=C(NCc1ccccc1Cl)/C(=C\c1cccnc1)NC(=O)c1ccccc1,-8%,-4%,-2%,5%,-8%,3%,9%,-3,-0.7
CCOC(=O)c1c(CN2CCN(C)CC2)n(C)c2cc(Br)c(OC)cc12,9%,3%,-1%,0%,-9%,4%,-3%,x,-3.0
CC1CCN(c2ccc(C(=O)O)cc2N)CC1,26%,-13%[57.1 µM],-16%,0%,0%,-8%,15%,u,2.9
CCc1cccc(CC)c1N(COC)C(=O)Cn1nnc2ccccc21,17%,5%,0%,0%,2%,-7%,-13%,-5,-0.2
O=C(COC(=O)Cc1ccc(Br)cc1)NC1CCCC1,8%,-3%,2%,1%,-7%,-6%,-20%,2,0.5
COc1ccc(C(=O)Nc2ccnn2C2CCN(CCC(C)c3ccc(C)o3)CC2)cc1 (stereo not drawn),21%,u,4%,-1%,-6%,-6%,15%,-2,-2.1
Cn1ccnc1SCC(=O)Nc1cc(S(=O)(=O)N2CCOCC2)ccc1Cl,-14%,1%,-5%,-12%,-3%,1%,-4%,-3,-2.6
O=C(Nc1nc2c(cc3c4c(cccc42)CC3)s1)c1ccccc1Cl,-21%,-5%,0%,0%,13%,-4%,23%,9,-1.0
CCOc1ccc(N(CC(=O)NC(C)CC)S(C)(=O)=O)cc1 (stereo not drawn),7%,11%,8%,-11%,1%,-5%,-15%,x,-1.6
CC(=O)C(C(C)=O)C(NC(=O)c1cccnc1)(C(F)(F)F)C(F)(F)F,10%,89µM*,-15%,-31%[inhibitor],0%,2.7µM*,3%,-63*,-0.2
Cc1nc2n[nH]c(N)c2c2c1COC(C)(C)C2,-3%,4%,-9%,1%,1%,-4%,4%,2,0.7
O=C(CSc1ncn[nH]1)N/N=C/c1ccc(C(F)(F)F)cc1,-6%,2%,-9%,3%,9%,0%,-2%,-5,-0.7
COc1ccc(C(c2nnnn2CCc2ccccc2)N2CCN(C3CCCC3)CC2)cc1OC (stereo not drawn),9%,1%,6%,-6%,-6%,0%,7%,2,-1.3
O=C(O)c1cccc(NC(=S)NC(NC(=O)c2ccco2)C(Cl)(Cl)Cl)c1 (stereo not drawn),19%,-12%,-7%,-9%,2%,-12%,-3%,1,2.4
COc1ccccc1C1C(C#N)=C(N)Oc2c1oc(CO)cc2=O (stereo not drawn),28%,0%[57.1 µM],-19%,-5%,2%,4%,4%,3,-0.5
COc1cccc2cc(C(=O)Nc3ccc(S(=O)(=O)NCC4CCCO4)cc3)c(=O)oc12 (stereo not drawn),32%,-3%,0%,-10%,1%,-3%,-9%,-1,0.8
